Screens: PubChem BioAssay, National Center for Advancing Translational Sciences (NCATS)
FEN1 inhibitor – blocks human flap endonuclease 1; 390,000 compounds, 0.35% hits; AID 588795; Potency, µM (doses to about 114 µM), for inactives: at the highest dose activity change, negative = inhibition, most hits filed as inhibitors; P39748; Recombinant FEN1 flap cleavage, fluorescence, 15 min; also: nearly all actives have a fitted effect of over 65% in size
Target sequence (P39748 whole entry, looked up): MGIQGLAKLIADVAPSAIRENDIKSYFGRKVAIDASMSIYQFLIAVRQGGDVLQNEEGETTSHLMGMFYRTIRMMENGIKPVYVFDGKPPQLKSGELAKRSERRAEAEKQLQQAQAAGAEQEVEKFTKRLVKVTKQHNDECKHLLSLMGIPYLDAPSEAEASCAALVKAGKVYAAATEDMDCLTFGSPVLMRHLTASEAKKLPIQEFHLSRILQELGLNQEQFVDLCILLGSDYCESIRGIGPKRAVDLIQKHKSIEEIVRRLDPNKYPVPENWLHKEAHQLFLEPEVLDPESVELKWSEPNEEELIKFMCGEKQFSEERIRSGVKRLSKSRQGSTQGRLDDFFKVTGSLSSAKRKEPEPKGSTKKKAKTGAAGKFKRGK
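Recombinant FEN1 (10 nM) was preincubated with pin-transferred compounds for 15 min at room temperature, then flap DNA substrate (50 nM final) was added. Plates were read at 0 and 15 min, and normalized concentration–response data were fitted to a four-parameter Hill equation.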
N370S GC – inhibits or activates N370S mutant glucocerebrosidase; P04062; AID 2101; N370S GC spleen homogenate, 4MU-glucoside fluorescence; 330,000 compounds, 0.092% hits; Potency, µM (series often up to 59.4 µM), inactives show at the top dose activity change, negative = inhibition, usual class: inhibitors;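 also: 0% = full enzyme activity and -100% = no enzyme basal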
TDP1 inh – blocks human tyrosyl-DNA phosphodiesterase 1 | Q9NUW8 | recombinant TDP1, AlphaScreen DNA substrate cleavage | Potency, µM (series often up to 130 µM), for the others: at the highest dose activity change, negative = inhibition, actives largely listed as inhibitors | 350,000 compounds, 0.28% hits | AID 485290; also: nearly all actives have a fitted effect of over 40% in size
Target sequence (Q9NUW8 whole entry, looked up): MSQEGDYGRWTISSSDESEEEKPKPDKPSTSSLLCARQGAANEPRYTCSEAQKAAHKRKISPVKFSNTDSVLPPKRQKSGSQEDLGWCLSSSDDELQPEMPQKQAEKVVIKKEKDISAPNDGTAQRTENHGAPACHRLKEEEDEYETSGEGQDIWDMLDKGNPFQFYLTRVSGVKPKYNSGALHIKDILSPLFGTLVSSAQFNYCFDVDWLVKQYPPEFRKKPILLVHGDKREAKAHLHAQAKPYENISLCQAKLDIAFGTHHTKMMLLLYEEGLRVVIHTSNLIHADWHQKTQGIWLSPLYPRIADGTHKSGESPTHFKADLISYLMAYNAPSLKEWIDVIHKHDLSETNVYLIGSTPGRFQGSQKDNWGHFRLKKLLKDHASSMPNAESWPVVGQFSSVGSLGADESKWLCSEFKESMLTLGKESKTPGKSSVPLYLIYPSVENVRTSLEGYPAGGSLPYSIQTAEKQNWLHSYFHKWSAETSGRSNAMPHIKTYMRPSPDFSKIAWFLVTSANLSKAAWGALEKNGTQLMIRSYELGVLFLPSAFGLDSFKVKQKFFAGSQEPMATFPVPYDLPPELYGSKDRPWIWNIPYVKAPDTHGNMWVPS
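Recombinant human Tdp1 (E. coli-expressed, 1 nM final) preincubated with compounds 15 min at room temperature, then 5'-biotin/3'-phosphotyrosine-FITC DNA substrate (15 nM final) added for 5 min. AlphaScreen beads (10 ug/ml final) added 10 min; cleavage lowers signal.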
* hit, by the source's call; ? = inconclusive; nt = no result given; & = joins results of further samples; [ ] = remark or other dose. Calls follow the shape of the dose curve; as a rule, active = well fitted curve in the direction sought with a large enough effect; inconclusive = small, poorly fitted or top-dose-only effect, or another doubt; inactive = no such curve, though single readings can be large; an effect the other way counts as inactive or inconclusive. Unless noted, % is scaled to controls: 0 for no effect and ±100 for the full control effect; potency is read from the fitted curve at half-maximal effect. Rows are unselected. Share with any hit: about 0.53%.

SMILES	FEN1 inhibitor	N370S GC	TDP1 inh
CCOC(=O)Oc1c(OC)cc(C(=O)O[C@@H]2C[C@@H]3CN4CCc5c([nH]c6cc(OC)ccc56)[C@H]4C[C@@H]3[C@H](C(=O)OC)[C@H]2OC)cc1OC	-21%	-21%	nt
CCC(Sc1nc2ncccc2[nH]1)C(=O)NC1CCC(C)CC1 (stereo unspecified)	-3%	2%	nt
CS(=O)(=O)Nc1ccccc1Oc1ccccc1	6%	4%	4%
CCOc1cccc(NC(=O)c2sc3nc(-c4ccc(F)cc4)ccc3c2N)c1	0%	nt	-6%
CCCOc1ccc(NC(=O)CC2C(=O)N(c3cccc(OC)c3)C(=O)N2Cc2cccs2)cc1 (stereo unspecified)	0%	nt	0%
CC(C)Cn1c(=O)c2ccccc2n2c(CCC(=O)NCc3ccccn3)nnc12	-10%	1%	0%
C=CCn1c(CNC(=O)c2ccco2)nnc1SCC(=O)c1ccc(F)cc1	-11%	2%	nt
CN(Cc1cccs1)C(=O)C1CCN(S(=O)(=O)c2ccccc2)CC1	-10%	nt	2%
Cc1cc(C)n(Cc2ccc(NC(=O)c3nn(C)cc3[N+](=O)[O-])cc2)n1	8%	14%	0%
COc1ccc(CCNC(=O)CCCn2c(=O)c3ccccc3n(Cc3ccc(C)cc3)c2=O)cc1OC	19%	nt	0%
Cc1cc(C)cc(NC(=O)Nc2cccc(S(N)(=O)=O)c2)c1	15%	1%	5%
CCC(Sc1nnc(-c2ccc(F)cc2)c(-c2ccc(F)cc2)n1)C(=O)NC1CCCC1 (stereo unspecified)	0%	nt	3%
C=CCn1c(SCC(=O)Nc2ccc(C(=O)O)cc2)nc2sc(C)c(C)c2c1=O	-16%	nt	2%
COc1cccc(CNC(=O)CCc2c(C)c3ccc(O)c(C)c3oc2=O)c1	23%	nt	4%
C=CCN=C(NC#N)SCC(=O)NCc1ccccc1	-9%	4%	1%
Cc1cc(NC(=O)c2cccc(F)c2)ncc1NC(=O)c1ccco1	1%	-5%	1%
COc1ccc(-c2nc(SCC(=O)Nc3ccc4c(c3)OCCO4)c(-c3ccccc3)[nH]2)cc1	-7%	nt	-2%[12.3 µM]
CCN(CC)C(=O)CC(c1ccc(F)cc1)c1ccco1 (stereo unspecified)	15%	2%	-2%
COc1ccc2nc(C)cc(Nc3ccc(C)cc3)c2c1	-4%	-22%	nt
Cc1cccc(N2CCN(S(=O)(=O)c3ccc(Cl)nc3)CC2C)c1 (stereo unspecified)	-14%	nt	0%
CCCn1c(=NC(=O)c2c(-c3c(F)cccc3Cl)noc2C)c(C(=O)OCC)cc2c(=O)n3ccccc3nc21	-11%	8%	3%&0%
CNc1nc(CCN2C(=O)c3ccccc3C2=O)cs1	-8%	-9%	2%
Cc1cccc(N2CCN(Cc3ccoc3)CC2)c1C	-18%	17%	0%
Cn1c(=O)oc2cc(S(=O)(=O)NC3CCCc4ccccc43)ccc21 (stereo unspecified)	-4%	4%	4%
Cc1cccc(OCCCN2CCOCC2)c1C	0%	-1%	1%

Overlap with the part before: 3 entries, followed by the next part.
SMILES	FEN1 inhibitor	N370S GC	TDP1 inh
Cc1cccc(N2CCN(Cc3ccoc3)CC2)c1C	-18%	17%	0%
Cn1c(=O)oc2cc(S(=O)(=O)NC3CCCc4ccccc43)ccc21 (stereo unspecified)	-4%	4%	4%
Cc1cccc(OCCCN2CCOCC2)c1C	0%	-1%	1%
CC1CC(C)CN(C(=O)c2ccc(-c3ccc([N+](=O)[O-])cc3)o2)C1 (stereo unspecified)	-28%	-14%	12%
NS(=O)(=O)c1cccc(NC(=O)COC(=O)COc2ccc3ccccc3c2)c1	14%	5%	0%
CC1CC(C)CN(C(=O)COC(=O)CN2C(=O)c3ccccc3C2=O)C1 (stereo unspecified)	1%	nt	0%
CCN(CC)C(=O)Cn1cc(S(=O)(=O)CC(=O)Nc2ccc(F)cc2F)c2ccccc21	0%	-5%	3%
O=C1NC(NS(=O)(=O)c2ccccc2)(C(F)(F)F)C(=O)N1CCc1ccccc1 (stereo unspecified)	12%&23%	-12%	10%&0%
O=C(c1csc(Nc2ccccc2Cl)n1)N1CCCC1	-4%	1%	9%
Cc1ccc(S(=O)(=O)Nc2cccc(C(=O)N3CCC(C(N)=O)CC3)c2)cc1	8%	nt	-1%[56.1 µM]
COc1ccccc1NC(=O)c1sc2nc(N3CCOCC3)c3c(c2c1N)CCCC3	-8%	-8%	-14%
CCOc1ccccc1Nc1cc(C)nc2nc(C)nn12	-6%	7%	-3%
CCOc1ccc(S(=O)(=O)Nc2ccc(C(=O)NCC3CCCO3)cc2)cc1 (stereo unspecified)	1%	-23%	1%
COc1cccc(N2CCN(Cc3cccnc3)CC2)c1	1%	3%	-2%
O=C(C[n+]1ccccc1)Nc1ccccc1C(F)(F)F	8%	-15%	3%
CCc1nnc(NC(=O)c2cccnc2SC)s1	-8%	0%	nt
Cn1c(=O)cc(OCCCC(=O)Nc2cccnc2)c2ccccc21	0%	-16%	0%
Cc1nc(N2N=C3/C(=C/c4ccc(F)cc4)CCCC3C2c2ccc(F)cc2)sc1C(=O)N(C)C (stereo unspecified)	15%	-4%	8%
O=C(c1ccccc1)N1CCn2c(nc3ccccc32)C1	7%	6%	0%
CCOP(=O)(OCC)C(NC(=O)c1cccs1)C(F)(F)F (stereo unspecified)	11%	?	6%
N#Cc1nc(COc2ccccc2Cl)oc1NCc1ccc(F)cc1	-20%	-2%	6%
O=C(CSc1nnc2ccccn12)NNC(=O)c1ccc(Br)cc1	15%	2%	3%
CCN(CC)CCNC(=O)c1sc2ncn(CC(=O)Nc3ccc(C)c(Cl)c3)c(=O)c2c1C	3%	-7%	8%
COc1cc(SC)ccc1C(=O)Nc1cccc(C2OCCCO2)c1	-2%	1%	-20%[0.0935 µM]
COc1ccc(-c2csc(=Nc3c(C)n(C)n(-c4ccccc4)c3=O)n2C(C)(C)C)cc1	5%	-1%	3%
CCSC1=N/C(=C/c2ccsc2)C(=O)N1c1ccccc1	-12%	13%	?
CC1(C)CC(=O)C2=C(C1)N(Cc1ccco1)C(=O)C2(NC(=O)C1CCCCC1)C(F)(F)F (stereo unspecified)	-3%	17%	-2%
COc1ccccc1NC(=O)C(Sc1ccccc1)c1ccccc1 (stereo unspecified)	11%	29%	?

Ordered by number of heavy atoms (low to high): part of the list above.
SMILES	FEN1 inhibitor	N370S GC	TDP1 inh
CCc1nnc(NC(=O)c2cccnc2SC)s1	-8%	0%	nt
O=C(c1csc(Nc2ccccc2Cl)n1)N1CCCC1	-4%	1%	9%
CCOc1ccccc1Nc1cc(C)nc2nc(C)nn12	-6%	7%	-3%
O=C(CSc1nnc2ccccn12)NNC(=O)c1ccc(Br)cc1	15%	2%	3%
N#Cc1nc(COc2ccccc2Cl)oc1NCc1ccc(F)cc1	-20%	-2%	6%
CC1CC(C)CN(C(=O)COC(=O)CN2C(=O)c3ccccc3C2=O)C1 (stereo unspecified)	1%	nt	0%
CCOc1ccc(S(=O)(=O)Nc2ccc(C(=O)NCC3CCCO3)cc2)cc1 (stereo unspecified)	1%	-23%	1%
O=C1NC(NS(=O)(=O)c2ccccc2)(C(F)(F)F)C(=O)N1CCc1ccccc1 (stereo unspecified)	12%&23%	-12%	10%&0%
COc1ccccc1NC(=O)c1sc2nc(N3CCOCC3)c3c(c2c1N)CCCC3	-8%	-8%	-14%
CC1(C)CC(=O)C2=C(C1)N(Cc1ccco1)C(=O)C2(NC(=O)C1CCCCC1)C(F)(F)F (stereo unspecified)	-3%	17%	-2%
CCN(CC)CCNC(=O)c1sc2ncn(CC(=O)Nc3ccc(C)c(Cl)c3)c(=O)c2c1C	3%	-7%	8%
Cc1nc(N2N=C3/C(=C/c4ccc(F)cc4)CCCC3C2c2ccc(F)cc2)sc1C(=O)N(C)C (stereo unspecified)	15%	-4%	8%

Next part:
SMILES	FEN1 inhibitor	N370S GC	TDP1 inh
CC[C@]12c3[nH]c4ccccc4c3CCN1C(=O)C(CC(=O)NCCCN(C)C)C[C@@H]2C(=O)N1CCN(C(=O)C2CC2)CC1 (stereo partly specified)	15%	nt	1%
COc1ccc(C2c3[nH]c4ccccc4c3C[C@H]3C(=O)N(CCCO)CC(=O)N23)cc1OC (stereo partly specified)	-4%	-9%	nt
CCc1ccc(C(=O)COC(=O)c2cc([N+](=O)[O-])ccc2N2CCOCC2)cc1	6%	5%	-5%
Cc1ccccc1NC(=S)N1CCN(Cc2ccccc2)CC1	11%	-17%	3%
Cc1ccccc1-c1noc(C(C)NC(=O)c2ccco2)n1 (stereo unspecified)	-5%&-4%	0%	14%&7%
CC(C)(C)c1cc(N)n(-c2ccc(C(=O)O)cc2)n1	-2%	14%	-5%
COc1ccccc1C(=O)N(C)c1nnc(-c2ccccc2)s1	-7%	-2%	0%
CC(C)CN1C(=O)C(=Nc2cccnc2)c2ccccc21	6%	-2%	0%
O=C(/C=C/c1ccccc1)CC(=O)c1ccccc1O	-17%	14%	nt
COc1ccc(NC(=O)CCn2ccnc2)c(OC)c1	-11%	-2%	nt
N#Cc1c(Cn2cncn2)nc(=O)n(-c2ccccc2)c1N	-16%	7%	-4%
Cc1nn(C)cc1CN(C)C(=O)c1ccc(OC2CCN(Cc3ccccn3)CC2)cc1	-16%	0%	1%
C/C(=N\NC(=O)c1cccs1)c1cccnc1	0%	1%	2%
CC(C)C(=O)NCCc1nc2ccccc2n1C	5%	3%	5%
COc1ccc(-n2c(SCC(=O)N3CCC(C)CC3)nc3c([nH]c4ccccc43)c2=O)cc1	2%	nt	8%
CCOC(=O)C1(CCCc2ccccc2)CCN(C(=O)CCc2cnccn2)CC1	-2%	-1%	nt
COc1ccc(NC(=O)CSC2=Nc3ccccc3C3=NC(CCC(=O)NCc4ccco4)C(=O)N23)cc1 (stereo unspecified)	-1%	nt	5%
Cc1cc(C(=O)N[C@H](c2ccccc2)[C@@]2(C)C[C@@H]2[C@@H](C)C(=O)Nc2ccc3ccccc3c2)n(C)n1	2%	-20%&4%	5%&-2%
CC1=C(C(=O)Nc2ccccc2)C(c2ccc(O)cc2)n2nc(SCc3ccccc3)nc2N1 (stereo unspecified)	4%	nt	6%
COc1cccc(C(=O)Nc2cc(-c3ccccc3)nn2-c2ccccc2)c1	2%	nt	3%
O=C(NCc1ccco1)c1cccc(S(=O)(=O)N2CCCC2)c1	-5%	-1%	8%[0.0935 µM]
CCOC(=O)CSc1nnc(NC(=O)C2CC(=O)N(c3ccc(F)cc3)C2)s1 (stereo unspecified)	2%	-10%	6%
CCCCOP(=O)(c1ccc(N(C)C)cc1)C(O)c1c(Cl)cccc1Cl (stereo unspecified)	-3%	29%	nt
COc1ccccc1NC(=O)Nc1ccc2c(c1)OCCO2	3%	7%	1%
COc1ccc(C)cc1S(=O)(=O)N(CC(=O)NC1CCCC1)c1ccc(F)cc1	0%	-6%	2%

Next section
SMILES	FEN1 inhibitor	N370S GC	TDP1 inh
COc1cccc(-c2cn3c(n2)sc2cc(C(=O)NCCc4ccccc4)ccc23)c1	11%	nt	6%
COc1cccc(CNC2CCCC2)c1	5%	11%	-11%
CCN(CC)CCCNC(=O)C1CCN(C(=O)c2cc3sccc3n2Cc2ccc(F)cc2)CC1	4%	-6%	1%
O=C1NCC(O)=C1C=NC12CC3CC(CC(C3)C1)C2	-1%&-5%	-11%&8%	2%&4%
O=C(Nc1ccccc1)C1=C[C@@H](c2csc3ccccc23)C[C@@H](OCc2ccc(CO)cc2)O1	?	21%	6%
S=c1sc2c(N3CCOCC3)ncnc2n1-c1ccccc1	21%	9%	2%
Cc1ccc(S(=O)(=O)c2c(C)cc(C)nc2Oc2cccc(C(F)(F)F)c2)cc1	-21%	4%	2%
Cc1noc(C)c1S(=O)(=O)N1CCC(C(=O)N2CCN(C(=O)c3ccco3)CC2)CC1	-1%	-5%	4%
CCC1(c2ccccc2)NC(=O)N(CC(=O)c2ccc3c(c2)OCO3)C1=O (stereo unspecified)	-2%	-3%	-2%
O=S(=O)(c1ccccc1)n1nc(-c2ccccc2)nc1NCc1ccco1	1%	-12%	2%
O=C(CNC(=O)c1ccc(Cl)cc1Cl)OCc1nnc(-c2ccccc2Br)o1	-9%	nt	-2%
CCOC(=O)N1CCN(c2nc(-c3ccccc3)c3cc(C)ccc3n2)CC1	-16%	18%	nt
Cn1c(=O)[nH]c(=O)c2c1nc(N1CCN(c3cccc(Cl)c3)CC1)n2CCCc1ccccc1	nt	10%	3%
NC(=O)c1ccc(NC(=O)CCc2nc3ccccc3s2)cc1	-16%	-12%	2%
COc1cccc(C(=O)CC(=O)C(=O)Nc2cc(OC)ccc2OC)c1	?	-8%	nt
Fc1ccc(NC(=S)N2CCCc3ccccc32)cc1	0%	1%	9%
COc1ccc(C(=O)/C=C/Nc2ccc(S(=O)(=O)Nc3onc(C)c3C)cc2)cc1	2%	1%	3%
